# PrPC TRFRET – inhibitors of human cell surface prion protein PrPC; P04156; TR-FRET read-out; inhibition, % at 13.8 µM; 370,000 tested, 0.43% active; in the data active = inhibition above about 24%; also: 0% = median of the test wells and 100% = reference compound wells
# SSB-PriA inh – K. pneumoniae PriA-SSBct interaction inhibition. AlphaScreen SSBct-PriA binding, biotinylated peptide. inhibition, % at 33 µM. 430,000 tested, 0.6% active. AID 1272365; in the data active = inhibition mostly above about 37%, no sharp cut-off; inactive = mostly below about 20%;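 also: plate controls were negative control peptide for no effect and reference peptide for full effect; strong numbers were not always called active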
# TcdB GH inh – blocks C. difficile toxin B glycohydrolase activity; TcdB glycohydrolase enzymatic assay, plate reader; inhibition, % at 9.99 µM; 350,000 tested, 0.24% active; in the data active = inhibition above about 10%
# SARS 3CLpro inh – SARS-CoV 3CLpro protease inhibition; P0C6X7; recombinant SARS-CoV 3CLpro, quenched FRET peptide cleavage; inhibition, % at 6 µM; 290,000 tested, 0.14% active; AID 1706; in the data active = inhibition above about 12%
# MazF activator – increases E. coli MazEF RNase cleavage of RNA. P0AE70. FAM/BHQ RNA-DNA oligo cleavage fluorescence, 5 h. activation, % at 20 µM. 350,000 tested, 0.32% active; in the data active = activation above about 50%
# Target sequence (P0AE70 whole entry, looked up): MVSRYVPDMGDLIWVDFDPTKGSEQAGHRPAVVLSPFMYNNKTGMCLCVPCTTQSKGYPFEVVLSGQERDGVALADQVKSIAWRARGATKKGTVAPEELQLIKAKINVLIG
# Rv3671c protease – inhibits the M. tuberculosis serine protease Rv3671c. 320,000 tested, 0.048% active. inhibition, % at 5.96 µM. P9WHR9; in the data active = inhibition above about 38%;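 also: extracellular domain of Rv3671c used as enzyme; 0% = enzyme with DMSO and 100% = no enzyme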
# Target sequence (P9WHR9 whole entry, looked up, the tested form may be a part): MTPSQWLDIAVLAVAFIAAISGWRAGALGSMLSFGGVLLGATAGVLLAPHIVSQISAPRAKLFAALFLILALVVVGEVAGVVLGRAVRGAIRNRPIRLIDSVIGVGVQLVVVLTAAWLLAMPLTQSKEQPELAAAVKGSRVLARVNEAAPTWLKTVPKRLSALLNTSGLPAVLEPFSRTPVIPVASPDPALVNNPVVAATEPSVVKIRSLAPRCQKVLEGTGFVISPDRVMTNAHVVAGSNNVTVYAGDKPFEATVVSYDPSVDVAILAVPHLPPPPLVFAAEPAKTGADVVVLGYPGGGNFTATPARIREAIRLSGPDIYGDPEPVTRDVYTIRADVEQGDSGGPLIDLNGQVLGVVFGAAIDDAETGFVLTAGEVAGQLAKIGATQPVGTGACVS
# Yp Topo-I inh – Y. pestis Topo-I inhibition via cleavage products. Y. pestis Topo-I cleavage product accumulation, plate reader. 360,000 tested, 0.064% active. activity, % at 10 µM. AID 504884; in the data active = activity above about 50%, passing the limit was not always enough; also: inactives centre near 2
# CCHF vOTU inh – CCHFV vOTU protease inhibition; 370,000 tested, 0.55% active; inhibition, % at 11.5 µM; Pep-AMC fluorescence; AID 651958; in the data active = inhibition above about 30%; also: 0% = vehicle wells with enzyme and 100% = no enzyme wells
# Vc quorum ag – quorum light induction in luxS cqsA deficient V. cholerae. V. cholerae BH1578 lux reporter, luminescence, 6 h. activation, % at 18.7 µM. 350,000 tested, 0.16% active; in the data active = activation mostly above about 9.7%, no sharp cut-off; also: not every result past the cut was called active; inactives centre near 0; reference of the scale not given here
# VHR inh abs – DUSP3 (human) phosphatase inhibition | P51452 | recombinant VHR phosphatase, pNPP absorbance | inhibition, % at 13.3 µM | 290,000 tested, 0.52% active | AID 1654; in the data active = inhibition above about 50%; also: some compounds called inactive have numbers as strong as hits
# Target sequence (P51452 whole entry, looked up): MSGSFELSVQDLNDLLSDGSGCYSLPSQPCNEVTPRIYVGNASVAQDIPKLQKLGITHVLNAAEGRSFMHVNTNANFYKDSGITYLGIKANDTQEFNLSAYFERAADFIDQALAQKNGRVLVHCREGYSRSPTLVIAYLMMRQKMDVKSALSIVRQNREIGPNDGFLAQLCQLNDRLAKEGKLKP
# * marks the source's active call; other numbers are inactive results; i = inactive; / = no result given. Not all compounds are listed, so the mix of outcomes need not match the whole.
SMILES	PrPC TRFRET	SSB-PriA inh	TcdB GH inh	SARS 3CLpro inh	MazF activator	Rv3671c protease	Yp Topo-I inh	CCHF vOTU inh	Vc quorum ag	VHR inh abs
Cn1c(=O)n(C)c2cc([N+](=O)[O-])c(N3CCN(C(=O)c4ccccc4)CC3)cc21	-1.5	-5.8	/	6.6	12.2	-2.4	6.6	-7.2	i	11.3
O=C(Nc1cccnc1)C1Cc2c(-c3ccccc3Oc3ccccc3)ccnc2O1 (stereo not given)	-3.4	/	1.7	/	/	/	26.7	14.7	i	/
CCOC(=O)c1c(NC(=O)CSc2nccn2C)sc(C(=O)NC)c1C	-1.1	-6.2	-0.3	/	10.3	2.2	-1.7	0.9	-1.1	/
Cc1ccccc1NC(=O)Nc1c(C)n(C)n(-c2ccccc2)c1=O	2.0	-8.4	-1.0	-0.9	2.2	-8.0	-7.9	3.3	-0.2	-7.8
O=C(c1cccc(F)c1)N1CCN(CC2CC3C=CC2C3)CC1 (stereo not given)	-3.2	-14.6	/	2.0	-8.2	11.5	1.6	-2.2	-0.6	13.4
Cc1ccc(S(=O)(=O)N2CCN(C(=O)CSc3nnc(C)s3)C2)cc1	-10.1	-10.2	0.4	-0.1	1.7	5.2	-3.3	-2.5	-0.4	25.0
CCCCC(CC)CNCc1cccn1CCN1CCOCC1 (stereo not given)	0.0	3.4	0.6	-2.6	4.8	4.9	3.4	-10.2	i	15.6
COC(=O)c1c(-c2ccc(OC)cc2)sc2ccc(N3CCOCC3)cc12	-7.4	-8.5	1.0	/	4.9	4.4	42.3	7.3	i	/
Cc1ccc(CNC(=O)C23CN(Cc4ccccc4)CC2C(c2ccc([N+](=O)[O-])cc2)=NO3)cc1 (stereo not given)	-4.1	-7.2	1.7	-9.7	0.0	-2.9	14.1	0.5	-0.4	23.5
Clc1ccc(OCc2nnc(SCc3nnc(-c4ccccc4)o3)o2)c(Cl)c1	-0.8	-21.9	/	-3.8	-7.5	-18.8	25.7	4.5	5.8	-7.3
CCOC(=O)c1cccc(OS(=O)(=O)Cc2ccccc2)c1	5.6	-32.7	1.4	/	0.8	-4.3	-9.5	3.6	i	/
COC(=O)c1ccccc1NC(=O)C1CCN(C(=O)c2cc(OC)c(OC)c(OC)c2)CC1	3.5	1.3	0.7	-5.6	2.9	1.4	-5.3	-0.3	/	27.5
COc1ccc(CC(=O)Nc2nnc(C(C)(C)C)s2)cc1OC	6.6	13.0	0.4	-1.9	8.1	0.1	-1.2	-5.2	-1.4	9.1
CCN1CCN(S(=O)(=O)c2cccc([N+](=O)[O-])c2)CC1	-22.1	-6.0	/	-2.9	14.4	1.5	3.0	11.6	/	1.8
CCCn1nnc(NC(=O)/C=C/c2cc(Br)ccc2OC)n1	6.4	0.2	0.6	0.2	4.0	-0.8	2.0	-2.4	2.1	25.9
CCOC(=O)C1CCCN(c2c(NCC3CCCN3CC)c(=O)c2=O)C1 (stereo not given)	-2.6	95.6	0.4	1.0	-1.8	-7.4	-1.0	-3.4	-0.3	19.0
CC(C)(C)n1nc2c(c1NC(=O)COc1ccc3ccccc3c1)CS(=O)(=O)C2	-5.3	2.9	/	1.6	2.4	2.6	-0.2	-16.6	-0.4	-25.3
Cc1cc(C(=O)COC(=O)c2cccc(O)c2)c(C)n1C1CC1	6.0	10.7	1.2	/	-10.5	-0.2	-1.6	12.2	i	/
O=C(Cc1cccs1)Nc1ccc(F)cc1F	5.0	-6.6	1.0	-3.4	9.4	-1.1	3.3	-3.0	-1.3	26.1
Cc1ccc(NC(=O)c2ccc3c(c2)[nH]c(=O)n3C(C)C)cc1	11.2	-6.8	0.6	0.7	2.3	-6.2	6.4	-2.3	-0.1	28.0

# Full records as entered above. Order of values: PrPC TRFRET, SSB-PriA inh, TcdB GH inh, SARS 3CLpro inh, MazF activator, Rv3671c protease, Yp Topo-I inh, CCHF vOTU inh, Vc quorum ag, VHR inh abs
# Entry for Cn1c(=O)n(C)c2cc([N+](=O)[O-])c(N3CCN(C(=O)c4ccccc4)CC3)cc21 = -1.5, -5.8, /, 6.6, 12.2, -2.4, 6.6, -7.2, i, 11.3
# Entry for Clc1ccc(OCc2nnc(SCc3nnc(-c4ccccc4)o3)o2)c(Cl)c1 = -0.8, -21.9, /, -3.8, -7.5, -18.8, 25.7, 4.5, 5.8, -7.3

# The listing continues.
SMILES	PrPC TRFRET	SSB-PriA inh	TcdB GH inh	SARS 3CLpro inh	MazF activator	Rv3671c protease	Yp Topo-I inh	CCHF vOTU inh	Vc quorum ag	VHR inh abs
O=C(COc1cccc(OC(F)F)c1)Nc1ccc(SC(F)F)cc1	3.7	-58.8	/	3.8	-1.9	-25.1	4.7	6.3	/	16.7
CCN1C(=O)C(NC(C)=O)c2cc(Br)ccc21 (stereo not given)	-9.0	-13.5	/	-5.2	0.6	-2.7	3.4	1.7	0.5	20.0
COC(=O)C1=C(c2ccc(F)cc2F)C[C@@H]2CC[C@H]1N2C(=O)NCc1ccc2c(c1)OCO2	9.1	-3.1	1.4	/	2.5	12.2	2.3	-9.6	-0.4	/
Cc1nn(CC(=O)NC(C)c2ccccc2)c(=O)c2ccccc12 (stereo not given)	4.4	-8.8	/	0.1	3.0	8.3	3.8	14.7	-0.3	19.9
CCCN(CCC)C(=O)C1CCC(CNS(=O)(=O)c2cccc3nsnc23)CC1 (stereo not given)	-31.1	-12.2	0.7	-4.5	-19.0	1.8	20.1	3.1	-0.3	-14.6
Nc1nc(SCc2ccccc2)c2ncn(Cc3ccccc3)c2n1	11.1	-5.3	-0.1	/	-5.5	/	5.1	13.6	i	/
Cc1ccc(-c2nc3ccccc3s2)cc1NC(=S)NC(=O)/C=C/c1ccco1	-3.2	-10.7	/	-2.1	-1.1	3.4	0.4	10.9	i	14.0
CCOC(=O)C1=C(C)NC(=S)NC1c1ccc(-c2cccc(Cl)c2C)o1 (stereo not given)	4.9	6.6	/	2.1	3.0	-0.2	16.3	-4.5	-1.0	13.7
O=C(N1CCOCC1)N1CCC(n2nnc3ccccc32)CC1	5.1	-10.0	/	4.0	7.7	-1.0	-1.5	-12.0	-0.4	14.1
COc1cccc(CN2CCC2(C)C(=O)Nc2cccc(Oc3ccccc3)c2)c1OC (stereo not given)	4.0	/	0.6	/	/	/	18.3	1.1	i	/
COc1ccc(NC(=O)c2sc3nc(N4CCCC4)c4c(c3c2N)CC(C)(C)OC4)c(OC)c1	10.4	6.7	1.2	-4.0	-4.9	0.6	-0.7	-0.7	i	-13.4
COc1ccc(C(=O)Nc2nnc(C)s2)cc1S(=O)(=O)N1CCOCC1	-3.5	2.6	0.3	/	0.9	0.2	-5.3	5.7	-0.3	/
O=C(O)CCN1C(=O)/C(=C/c2cn(-c3ccccc3)nc2-c2cccs2)SC1=S	-2.0	9.8	0.9	-1.6	-65.1	/	28.8	-9.4	-0.7	127.5
O=c1c(CN2CCN(c3ccccn3)CC2)coc2ccccc12	-7.3	-3.0	1.0	3.2	1.0	6.6	3.5	-4.1	-0.3	-4.1
CCC(=O)Nc1c2c(nn1-c1ccccc1C)CSC2	-4.7	-10.4	/	-4.5	3.7	1.3	0.6	-13.6	i	13.3
CCn1nc(C)c(/C=N/NC(=O)CSc2ccccn2)c1C	5.3	i	-0.8	-1.8	8.3	7.4	-10.3	8.9	i	20.5
O=[N+]([O-])c1ccc(CS(=O)c2ccccc2)cc1 (stereo not given)	-14.3	-0.5	0.1	/	7.1	/	1.4	5.9	i	/
COc1cc(/C=C/C(=O)O)cc(S(=O)(=O)Nc2ccccc2C(=O)NCc2ccco2)c1OC	-3.7	-12.2	0.9	/	3.1	3.0	4.2	4.4	i	/
CCN1C(=S)SC(=O)C1=C1C=C(C)N(CCO)C(C)=C1	-16.5	-2.3	/	-0.1	-2.2	-3.1	1.4	8.0	0.9	23.4
O=C(COC(=O)/C=C/c1ccc(Cl)cc1)NC1CC1	5.7	4.4	1.2	/	3.3	-1.9	-3.1	-0.9	0.4	/
CCOC(=O)c1c(-c2cccs2)csc1NC(C)=O	0.0	-25.5	/	3.4	1.2	1.1	15.9	6.7	1.0	-9.1
CCOC(=O)c1csc(NC(=O)Nc2cccc(OC)c2)n1	2.4	/	/	1.8	/	/	/	9.3	/	2.6
CC1CN(/C(=N\S(=O)(=O)c2ccccc2)c2ccccc2)CC(C)O1 (stereo not given)	2.0	/	-0.1	-0.1	-2.1	3.6	1.8	13.7	i	-15.4
COc1ccc(C2CC(=O)C=C(NC3CCCC3)C2)cc1 (stereo not given)	1.5	0.3	/	-6.7	3.3	6.7	0.7	-8.6	/	-39.6
Cc1n[nH]c(=O)c2c(NC(=O)CSc3nn(-c4ccccc4)c(=S)s3)oc(C)c12	-0.7	-4.2	-0.4	/	-4.3	0.1	-3.7	9.0	i	/
CC(=O)CCc1ccc(OCC(O)CNCCOc2ccc(C)cc2)cc1 (stereo not given)	-5.1	-10.8	0.2	0.2	-2.8	1.2	0.4	-3.2	-0.4	11.8
CN1C(=O)/C(=C/c2ccc(N3CCCCCC3)o2)C(=O)NC1=S	-13.4	-2.1	/	-0.5	-90.0	-18.0	-0.5	-12.8	-0.3	20.4
CCOC(=O)C1=C(CC)Nc2ccccc2N=C1NC(=O)c1ccc(S(=O)(=O)N2CCOCC2)cc1	-4.9	-2.6	2.0	0.6	-37.3	-4.5	-1.5	-13.8	i	23.4
COc1ccccc1CNC(=O)C1CCCC1	-0.8	-4.3	1.0	-1.5	3.8	-1.1	-11.9	-11.9	-0.2	16.3
CSc1ccccc1OCc1cc(C(=O)N2CCc3sccc3C2)no1	5.8	6.0	0.4	-0.8	4.4	-18.4	18.5	5.3	i	-3.6
CCN(CC)CCOc1ccc(-c2c(C)c3c(ccc4ccccc43)oc2=O)cc1	-0.5	/	-10.2	/	14.5	/	-1.3	0.3	-0.7	/
Cc1ccc(S(=O)(=O)N(Cc2cc3ccc(C)cc3[nH]c2=O)c2ccccc2)cc1	-0.9	-10.0	2.0	-0.2	0.8	-7.4	1.3	-3.5	-0.4	9.3
CCC(C)(C)NC(=O)C(c1ccccc1Cl)N(Cc1cccnc1)C(=O)CCC(=O)Nc1cc(C)on1 (stereo not given)	-1.5	-12.9	0.7	2.2	4.9	2.6	10.3	1.8	-0.3	14.4
CCC1=NN(C(=O)C(=O)Nc2ccc(OC)cc2)C(O)(C(F)(F)F)C1 (stereo not given)	5.8	-13.1	-0.6	-0.2	-9.8	-2.2	5.7	-8.2	i	10.4
CC(C)CC(=O)Nc1ccc(C(=O)CN2CCN(c3ccc(O)cc3)CC2)cc1	-5.2	15.7	-4.5	-5.7	7.9	15.9	-8.3	12.4	0.1	21.4
CS(=O)(=O)c1cnc2c(S(=O)(=O)c3ccccc3)cnn2c1N	0.8	4.4	-0.1	-2.3	8.5	7.8	-3.9	-12.9	0.2	13.6
CCOC(=O)N1CCC(NC(=O)c2ccc3c(=O)n4c(nc3c2)CCCC4)CC1	-6.3	-20.7	/	-2.4	5.3	-5.2	2.1	-1.1	i	16.6
COc1ccccc1OCCNC(=O)CN1C(=O)NC2(CCCC2)C1=O	-4.7	13.0	1.7	/	5.6	/	3.5	10.9	-0.4	/
NC(=O)C1CCN(C(=O)c2cc(Cl)c3c(c2)OCCO3)CC1	1.2	-14.3	1.1	/	-1.0	-0.2	10.5	-5.5	i	/

# Looked up one by one from the entries so far:
SMILES	PrPC TRFRET	SSB-PriA inh	TcdB GH inh	SARS 3CLpro inh	MazF activator	Rv3671c protease	Yp Topo-I inh	CCHF vOTU inh	Vc quorum ag	VHR inh abs
Cc1ccccc1NC(=O)Nc1c(C)n(C)n(-c2ccccc2)c1=O	2.0	-8.4	-1.0	-0.9	2.2	-8.0	-7.9	3.3	-0.2	-7.8
Cn1c(=O)n(C)c2cc([N+](=O)[O-])c(N3CCN(C(=O)c4ccccc4)CC3)cc21	-1.5	-5.8	/	6.6	12.2	-2.4	6.6	-7.2	i	11.3
CC(C)(C)n1nc2c(c1NC(=O)COc1ccc3ccccc3c1)CS(=O)(=O)C2	-5.3	2.9	/	1.6	2.4	2.6	-0.2	-16.6	-0.4	-25.3

# High-throughput results as filed in PubChem.
